miR-122 sensor: miR-122 inhibition in Huh7 cells; activation (reporter increase), % at 12.5 µM; AID 602342; 0.3% of 340,000 active; Huh7 miR-122 Renilla luciferase sensor, 48 h; neutral wells = 0, positive control = 100;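 active means mean replicate activation score at least 90 and every replicate individually at or above 90; inconclusive means only one of the two criteria met; inactive means neither criterion met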;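 further: higher luciferase means less miR-122 activity so hits act as miR-122 inhibitors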
ERp5 inh: blocks human ERp5 reductase activity on insulin | AID 651711 | inhibition, % at 9.99 µM | 0.05% of 350,000 active | ERp5 insulin aggregation, absorbance 650 nm, 90 min | Q15084;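 active means mean replicate inhibition above about 25%, with every replicate also reaching it, limit read from the data, passing the limit was not always enough; inconclusive means only one of those two criteria met; inactive means neither criterion met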
Target sequence (Q15084 whole entry, looked up): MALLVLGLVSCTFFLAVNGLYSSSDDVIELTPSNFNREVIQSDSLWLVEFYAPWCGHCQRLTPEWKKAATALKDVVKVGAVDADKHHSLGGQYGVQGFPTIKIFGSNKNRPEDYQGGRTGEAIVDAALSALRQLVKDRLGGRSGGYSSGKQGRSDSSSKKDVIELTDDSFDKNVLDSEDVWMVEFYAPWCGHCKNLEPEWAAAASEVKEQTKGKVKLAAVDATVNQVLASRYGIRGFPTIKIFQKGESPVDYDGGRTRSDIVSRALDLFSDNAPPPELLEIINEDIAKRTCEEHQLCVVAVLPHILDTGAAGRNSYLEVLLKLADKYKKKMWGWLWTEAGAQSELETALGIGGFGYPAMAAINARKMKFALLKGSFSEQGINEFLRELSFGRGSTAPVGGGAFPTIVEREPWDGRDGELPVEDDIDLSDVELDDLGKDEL
esBAF inh: SWI/SNF esBAF complex inhibition. reporter increase, % at 12.5 µM. mouse ES cells, Bmi1-luciferase knock-in reporter, 24 h; 100% = twice the neutral-well signal. 2% of 350,000 active; in the data active means activation above about 40%; inconclusive means no clear call, values can overlap the other calls;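 further: 0% = median of the plate's neutral control wells and 100% = double that signal; a rise in the Bmi1 reporter signal indicates esBAF inhibition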
Cneo AK release: causes C. neoformans cell lysis; adenylate kinase release luminescence, 4 h; normalised: neutral wells 0, clomiphene wells 100; lysis activity, % at 15 µM; 0.2% of 360,000 active; AID 651654;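 active means mean lysis activity across replicates of at least 80%, whatever share of replicates individually reach that level; inactive means mean lysis activity below 80%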
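Assay system: log-phase C. neoformans yeast / Quantity: yeast cell density of 5 × 10^6 cells/mL / Medium: fresh YPD growth medium / Compound: single dose / Timing: static 4 h at 37 °C with compound, 1 h detection / Measured by: adenylate kinase release luminescence / Read-out: lysis from increased AK signal / Benchmarks: Clomiphene as positive lysis control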
ARNT-TACC3 inh: ARNT/TACC3 interaction disruption. 0.66% of 390,000 active. AlphaScreen His-ARNT PAS-B/GST-TACC3 binding, luminescence; TACC3 fragment carries E629A point mutation. Q9Y6A5. AID 623870. inhibition, % at 9.99 µM;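 active means mean inhibition of replicates at least 50% and at least half of replicates each reaching 50%; inconclusive means half or more replicates reach 50% but mean below 50%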;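 further: 0% = complete ARNT plus TACC3 wells and 100% = ARNT alone without TACC3; many hits fall short of the cut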
SIRT5 inh: blocks human SIRT5 desuccinylation of peptide. Purified SirT5, succinyl-peptide AMC, trypsin-coupled fluorescence. inhibition, % at 15 µM. 1.1% of 330,000 active. AID 652115; in the data active means inhibition above about 15%; inconclusive means no clear call, values can overlap the other calls
Target sequence (Q9NXA8 whole entry, looked up): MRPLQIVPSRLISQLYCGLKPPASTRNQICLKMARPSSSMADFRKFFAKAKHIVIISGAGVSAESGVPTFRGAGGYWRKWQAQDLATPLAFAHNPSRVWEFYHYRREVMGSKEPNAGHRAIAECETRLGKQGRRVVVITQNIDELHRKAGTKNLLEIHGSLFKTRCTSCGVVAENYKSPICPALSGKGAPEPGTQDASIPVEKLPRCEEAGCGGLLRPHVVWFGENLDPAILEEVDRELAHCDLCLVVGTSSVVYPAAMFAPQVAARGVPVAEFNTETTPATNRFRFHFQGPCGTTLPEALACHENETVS
Statin myotox sup: protects C2C12 myotubes from simvastatin toxicity. ATP luminescence, 48 h; scaled: DMSO 0, geranylgeraniol control 100. rescue of ATP level, % at 7.49 µM. 0.78% of 330,000 active;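 active means mean ATP rescue above about 67%, or every replicate alone reaching that limit, limit read from the data, passing the limit was not always enough; inconclusive means no clear call, values can overlap the other calls; inactive means mean under the limit and some replicate under it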;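 further: myotubes were challenged with 10 µM simvastatin during compound exposure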
Starred values were filed as active, the others as inactive; ? = inconclusive; · = not tested or not shown; [ ] = another dose, or the depositor's remark.

SMILES	miR-122 sensor	ERp5 inh	esBAF inh	Cneo AK release	ARNT-TACC3 inh	SIRT5 inh	Statin myotox sup
O=C(Nc1cccc(F)c1)C1CC(=O)N(c2ccc(Br)cc2)C1 (stereo not drawn)	-2	·	-3	-1	4	·	-3
CCOC(=O)C1CCN(C(=O)COC(=O)CNC(=O)c2ccc(C(C)(C)C)cc2)CC1	3	-4	-3	-6	-4	0	4
Nc1ncnc2c1cnn2-c1ccccc1	-2	·	14	0	5	·	0
C[C@H]1CN([C@@H](C)CO)C(=O)CCCn2cc(nn2)CO[C@@H]1CN(C)Cc1cccc(C(=O)O)c1	12[16.7 µM]	-4	-2	1	3	-1	-22
Cc1cc(C)cc(NC(=O)C2C3C=CC4(O3)C2C(=O)N(CCCN(C)C)C4C(=O)NC2CCCC(C)C2C)c1 (stereo not drawn)	0	0	·	0	0	-3	·
COc1ccc(NC(=O)Nc2ccc3c(c2)C(=O)N([C@@H](C)CO)C[C@@H](C)[C@H](CN(C)Cc2ccc(C(=O)O)cc2)O3)cc1	-3[16.7 µM]	-9	2	5	-5	-4	·
Cc1sc(NC(=O)CS(=O)(=O)c2ccccc2)c(C(N)=O)c1C	-3	0	30	-1	·	2	-9
CCOCCCn1c(=N)c(C(N)=S)cc2c(=O)n3cccc(C)c3nc21	-12	·	-8	4	9	·	-18
COc1cc(/C=N/Nc2ccc(C(F)(F)F)cn2)ccc1O	·	-3	·	·	4	-2	·
Cc1cc(C)nc(N2N=C(CSc3ccc(Cl)cc3)CC2=O)n1	·	7	·	·	-4	-2	·
O=C(CSc1nc2ccccc2c(=O)[nH]1)N1CCN(S(=O)(=O)c2ccccc2)CC1	2	2	3	-1	-10	-3	-33
CCCNS(=O)(=O)c1ccc(CCC(=O)Nc2ccc3c(c2)OCCO3)cc1	·	-6	·	·	29	-1	·
O=C1NC(Cc2c[nH]c3ccccc23)C(=O)N1Cc1cccc2ccccc12 (stereo not drawn)	-8	0	-1	0	-1	-2	-1
COc1ccccc1CNC(=O)c1nn(C)c2c1CS(=O)(=O)c1ccccc1-2	1	0	0	0	1	-3	16
CCNC(=O)C1(C)CCN(C(=O)c2ccc(OC(F)F)cc2)C1 (stereo not drawn)	-1	2	2	1	·	0	0
O=C(NCC1CCCCC1)[C@@H]1[C@@H](CO)[C@@H]2Cn3c(ccc(-c4ccccc4F)c3=O)[C@H]1N2	2[16.7 µM]	-3	3	48	-4	-11	1
CC1CCCC(CC(=O)O)(CC(=O)O)C1 (stereo not drawn)	-5	5	-4	6	-4	1	2
CCOC(=O)C1CCN(S(=O)(=O)CCNC(=O)c2ccc(F)cc2)CC1	-10	-6	-4	0	-6	-2	2
CC(C)c1cc(NCCOCCO)n2c(nc3ccccc32)c1C#N	·	-9	-9	·	-5	-33	-12
NS(=O)(=O)c1ccc(Cl)c(S(N)(=O)=O)c1	2	7	-4	-1	-16	-2	5
CCCNC(=O)Nc1nc(CC(=O)OCC)cs1	·	1	·	·	-2	-3	·
CC(=O)Nc1ccc(/C=N/Nc2nncc3ccccc23)cc1	-2	3	21	-2	-31	-2	-11
NC(=S)Cc1ccc(Cl)cc1Cl	7	6	-3	1	-3	·	1
Nc1cccnc1Sc1ccc(Cl)cc1	-5	·	16	-2	-3	·	3
COc1ccc(N2CCN(C(=O)c3ccc(S(=O)(=O)N4CCCC4)cc3)CC2)cc1	-4	1	3	1	0	-10	-28
COc1ccc(-c2nc(C#N)c(NCc3ccc(C)cc3)o2)cc1OC	3	·	23	-2	-9	·	15
COc1ccccc1NC(=O)CSc1nc2sc3c(c2c(=O)n1-c1ccccc1)CCN(C)C3	-7	5	51*	-3	10	-5	-19
COc1ccc(CN(C)C[C@H]2Oc3ccc(NC(=O)Nc4ccc5c(c4)OCO5)cc3C(=O)N([C@H](C)CO)C[C@@H]2C)cc1	3[16.7 µM]	-3	5	6	3	7	-1
CCCNC(=O)C[C@H]1C[C@H]2c3cc(NC(=O)c4cccnc4)ccc3O[C@H]2[C@@H](CO)O1	1[16.7 µM]	·	1	-4	-8	·	-3
COC(=O)c1cc(NC(=O)c2ccccc2F)cc(C(=O)OC)c1	·	-1	·	·	-6	1	·
CC(C)(C)c1ccc(-c2noc(-c3ccno3)n2)cc1	-6	0	26	3	-14	1	-20
CC1CN(S(=O)(=O)c2cc(C(=O)N3CCCCC3C)ccc2Cl)CC(C)O1 (stereo not drawn)	·	1	0	-1	-4	-7	-1
CCOC(=O)c1ccc(NS(=O)(=O)c2ccc3[nH]c(=O)[nH]c3c2)cc1	?	·	6	0	-5	·	-9
Cc1noc(C)c1NC(=O)N(C)C[C@@H]1OCCCC[C@@H](C)Oc2ccc(NC(=O)CCC(F)(F)F)cc2C(=O)N([C@H](C)CO)C[C@@H]1C	4[16.7 µM]	3	1	0	-1	-5	·
CC(=O)CCc1c(C)nc2ccc(C)cc2c1Cl	·	-3	·	·	-1	6	·
CC(C)NC(=O)N(C)C[C@@H]1Oc2ccc(NC(=O)CCN3CCOCC3)cc2CC(=O)N([C@H](C)CO)C[C@@H]1C	4[16.7 µM]	-1	-1	40	6	0	-6
O=C(c1ccccc1)N1C[C@@H]2[C@H](c3ccccc31)[C@H](CO)N2C(=O)c1ccccn1	0[16.7 µM]	0	2	46	-7	1	-14
Cc1coc2c(C)c3oc(=O)c(CCC(=O)NCCCn4ccnc4)c(C)c3cc12	-1	-1	6	0	-13	6	1
CC(=O)N/C(=C/c1ccc2c(c1)OCO2)C(=O)NCc1ccccc1	-1	1	-3	·	2	1	-1
COc1cc(/C=N/n2c(-c3cc(C)[nH]n3)n[nH]c2=S)cc(OC)c1OC	-2	4	·	6	5	0	·

Some of the entries so far, in CSV form:
structure,miR-122 sensor,ERp5 inh,esBAF inh,Cneo AK release,ARNT-TACC3 inh,SIRT5 inh,Statin myotox sup
CCOC(=O)c1ccc(NS(=O)(=O)c2ccc3[nH]c(=O)[nH]c3c2)cc1,?,·,6,0,-5,·,-9
Cc1noc(C)c1NC(=O)N(C)C[C@@H]1OCCCC[C@@H](C)Oc2ccc(NC(=O)CCC(F)(F)F)cc2C(=O)N([C@H](C)CO)C[C@@H]1C,4[16.7 µM],3,1,0,-1,-5,·
CC(=O)CCc1c(C)nc2ccc(C)cc2c1Cl,·,-3,·,·,-1,6,·
CC(C)NC(=O)N(C)C[C@@H]1Oc2ccc(NC(=O)CCN3CCOCC3)cc2CC(=O)N([C@H](C)CO)C[C@@H]1C,4[16.7 µM],-1,-1,40,6,0,-6

The list continues.
SMILES	miR-122 sensor	ERp5 inh	esBAF inh	Cneo AK release	ARNT-TACC3 inh	SIRT5 inh	Statin myotox sup
CC(OC(=O)Nc1cccc(Cl)c1)C(=O)OC1CCCCC1 (stereo not drawn)	·	2	54*	1	-1	-2	-2
C/C(CCc1ccccc1)=N\NC(=S)NCCc1ccccc1	·	-3	-2	-1	3	-2	4
NC(N)=N/N=C/c1ccc2cccc(OCc3ccccc3)c2n1	·	10	·	·	25	0	·
OC(COc1ccc(OCc2ccccc2)cc1)CN1CCCCC1 (stereo not drawn)	9	·	14	-1	1	·	24
CN(CC(=O)NCc1ccc2c(c1)OCO2)S(=O)(=O)c1ccc(F)cc1	3	2	9	·	1	2	0
COc1ccc(C(=O)O)cc1NCc1cccnc1	1	1	5	-4	15	0	2
C=CCn1c2c(c(=O)[nH]c1=S)CN(C(C)c1ccccc1)CN2 (stereo not drawn)	-2	3	-5	2	-1	-1	-1
Cc1ccc(NC(=O)c2ccccc2OCc2c(C)noc2C)cc1S(=O)(=O)N(C)C	·	0	18	-1	-1	-7	-10
O=C(NCCCN1CCOCC1)c1ccc(Sc2ccc(Br)cc2)c([N+](=O)[O-])c1	8	·	0	7	-5	·	-3
CCOC(=O)N1N=C(c2ccc(C)cc2)CC1(O)C(F)(F)F (stereo not drawn)	-1	16	-7	-3	-22	-3	3
CN(Cc1ccc(F)cc1)C(=O)c1ccc(NS(=O)(=O)c2ccccc2)cc1	·	5	·	·	1	-1	·
CCC(=O)N1CC[C@@H]2[C@@H](CO)Nc3ccc(C#Cc4ccc(F)cc4)cc3[C@@H]21	-3[16.7 µM]	5	2	7	6	6	1
COC(=O)c1ccc(CSc2ccc3nnc(-c4ccccn4)n3n2)o1	-3	4	7	-3	58*	·	10
CN1c2ccc(-c3cccc(F)c3)cc2[C@H]2[C@H](CCN2C(=O)c2ccc3c(c2)OCO3)[C@@H]1CO	0[16.7 µM]	3	-3	-10	7	3	32
COc1ccc(-c2nn(-c3ccccc3)cc2C2CC(c3cccs3)=NN2C(=O)CCC(=O)O)cc1 (stereo not drawn)	·	4	·	·	3	-7	·
O=C(Nc1ccccc1)N[C@@H]1CC[C@H](CCn2cc(C3(O)CCCC3)nn2)O[C@H]1CO	·	2	1	46	-1	1	-5
COc1ccc(C(=O)CSc2nnc(CNC(=O)c3ccccc3)n2C)cc1	·	-8	·	0	2	-6	·
Cc1cc(=O)[nH]c(N/N=C/c2ccc(Br)s2)n1	4	-7	·	-4	61*	9	·
CCn1c(=O)c(C(=O)NNS(=O)(=O)c2ccc(Cl)cc2)c(O)c2ccccc21	-7	·	·	-2	-5	·	·
CN1c2ccc(-c3cccc(C#N)c3)cc2[C@@H]2[C@@H](CCN2C(=O)CC2CC2)[C@H]1CO	-6[16.7 µM]	-3	-7	-9	-8	-9	-9
COc1ccc(NC(=O)N2CC[C@@H]3[C@@H](CO)N(C)c4ccc(Br)cc4[C@@H]32)cc1	6[16.7 µM]	4	15	20	-1	2	-12
C[C@@H]1CCCCO[C@H](CN(C)C(=O)Nc2ccc(F)cc2)[C@H](C)CN([C@@H](C)CO)C(=O)c2cc(NC(=O)NC3CCCCC3)ccc2O1	1[16.7 µM]	1	-5	-3	1	6	·
O=C(Nc1ccccc1Cl)Nc1ccnn1C1CCN(C(=O)C2CCOC2)CC1 (stereo not drawn)	-3	0	0	1	·	·	-5
CC1(C)CC2CC(C)(CN2S(=O)(=O)c2cccc(N)c2)C1 (stereo not drawn)	9	-9	2	-1	·	-3	·
CCCN(C)C[C@H]1Oc2cc(C#Cc3cccc(OC)c3)ccc2S(=O)(=O)N([C@H](C)CO)C[C@H]1C	49[16.7 µM]	·	-7	·	·	·	10
CCC(=O)c1ccc(OCC(=O)Nc2ccc(S(=O)(=O)Nc3cc(C)nc(C)n3)cc2)cc1	11	8	-9	4	1	·	0
CO[C@@H]1CN(C)C(=O)c2cc(NC(=O)C3CCCC3)ccc2OC[C@H](C)NC[C@@H]1C	-4[16.7 µM]	0	-3	-1	-2	-2	-1
CCC(C)NCCC(=O)Nc1ccc(Cl)c(S(=O)(=O)Nc2ccc(Cl)cc2)c1 (stereo not drawn)	·	-6	·	·	2	-6	·
COc1ccc(CCN(C)C(=O)c2ccc(C)c(S(=O)(=O)N3CCCCC3)c2)cc1OC	2	-10	-1	-1	-7	2	1
COc1ccc2oc(C(=O)OCC(=O)NCc3ccco3)c(C)c2c1	-3	1	1	2	-1	-4	18
COc1ccc(Cl)cc1-c1nc(SCC(=O)N(C)C)n[nH]1	·	1	·	·	0	-2	·
Cc1ccccc1-n1c(SCC(=O)N2CCOCC2)nc(O)c(Cc2ccccc2)c1=O	8	-1	0	-1	-2	2	1
C/C(=N\NC(=O)Cc1ccc(Cl)cc1)c1ccccn1	-9	·	-8	-1	29*	·	24
O=C(Nc1ccc(C(=O)N2CCOCC2)cc1)c1ccccc1Cl	-4	-2	3	0	·	·	3
Cc1nc(CN2CCCC2=NC#N)n(-c2ccccc2)n1	0	3	-11	-3	0	2	19
CCSc1nnc(-c2cnn(-c3ccccc3)c2-n2cccc2)n1C	-3	·	3	-2	-3	·	-1
CCOC(=O)Cn1nc(C)n(-c2ccc(C(C)(C)C)cc2)c1=O	6	·	-3	-4	-4	·	·
C[n+]1cccc(C(=O)NCC2CCCO2)c1 (stereo not drawn)	-6	-3	·	2	-16	·	·

Compound activity (PubChem)

Outcome played no part in choosing rows (roughly 4% active in at least one column).
